Bioassay records deposited in PubChem by Broad Institute.
DENV2 CPE: inhibitors of DENV2 cytopathic effect | DENV2-infected cells, cytopathic effect rescue, plate reader | CPE inhibition, % at 9.99 µM | hit rate 1.7% among 350,000; in the data active = CPE inhibition above about 20%, passing the limit was not always enough; inconclusive = no clear call, values can overlap the other calls; tested in BHK-21 cells;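 note: 0% = median of neutral control wells and 100% = median of positive control wells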
CASP6 VEID inh: inhibitors of human caspase-6; purified caspase-6, Z-VEID-R110 cleavage fluorescence; AID 686996; P55212; hit rate 0.53% among 350,000; inhibition, % at 12.5 µM;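 active = mean inhibition across replicates at least about 35%, with every replicate also reaching that limit, limit read from the data; inconclusive = only one of the two criteria met; inactive = neither criterion met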;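 note: 0% = median of neutral control wells and 100% = no fluorescence left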
Target sequence (P55212 24-179 limits assumed): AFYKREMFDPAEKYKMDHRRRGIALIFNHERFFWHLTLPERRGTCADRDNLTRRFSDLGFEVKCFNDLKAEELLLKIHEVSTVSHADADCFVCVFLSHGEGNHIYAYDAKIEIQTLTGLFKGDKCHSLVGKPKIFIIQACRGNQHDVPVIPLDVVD
Target sequence (P55212 194-293 limits assumed): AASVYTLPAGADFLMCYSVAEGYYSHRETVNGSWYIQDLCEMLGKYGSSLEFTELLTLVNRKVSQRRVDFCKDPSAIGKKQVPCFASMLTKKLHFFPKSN
RAD54 branch: blocks human RAD54 Holliday junction branch migration | Q92698 | FAM/BHQ fluorescence | inhibition, % at 10.4 µM | hit rate 0.14% among 360,000 | AID 602329;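 active = mean normalized replicate activity at least 40 and at least half of replicates scoring 40 or more; inconclusive = only one of the two criteria met; inactive = mean below 40 and under half of replicates reaching 40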;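 note: 0% = median of neutral control wells and 100% = median of positive control wells; inhibitors cause a drop in the FAM fluorescence signal; in these data hits start at about 50%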
F508del corr: correctors of CFTR F508del function in bronchial epithelial cells | CFBE cells, YFP halide quenching; stimulated with forskolin plus potentiator P3; % fluorescence drop versus neutral controls | activity (quench increase), % at 7.58 µM | hit rate 0.36% among 350,000;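 active = mean added fluorescence quench of at least 8% versus neutral control, with both replicates also reaching 8%; inconclusive = only one of the mean or replicate conditions met; inactive = mean below 8% and not both replicates reaching 8%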;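 note: cells transiently co-express mutant CFTR-F508del with the halide-sensitive YFP; corrector assay measuring rescue of mutant channel to the surface after 24 h compound exposure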
RAD52 inh: RAD52 (human) annealing inhibition; AID 651710; hit rate 0.46% among 360,000; inhibition, % at 18.7 µM; recombinant RAD52 DNA annealing, FRET fluorescence;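 active = every replicate showing at least 50% inhibition; inconclusive = mean inhibition at least 50% but not in every replicate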
INS-1E GSIS act: primary screen for activators of insulin secretion dependent on glucose, INS-1E cells, GLuc reporter luminescence; INS-1E GLuc reporter insulin secretion, 2-3 h; hit rate 0.61% among 370,000; AID 743287; activation, % at 16.6 µM;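 active = lowest replicate activation of at least 40%, so every replicate reaches that level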;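 note: 0% = median of neutral control wells and 100% = median of IBMX positive control wells; some compounds called inactive have numbers as strong as hits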
XiGFP reactiv: reactivates the inactive X chromosome in mouse fibroblasts; XiGFP mouse fibroblasts, % GFP-positive cells imaging, 3 d; cells co-treated with 5-aza-dC sensitizer; scaled so ellipticine positive control = 100%; activation, % at 7.58 µM; hit rate 0.055% among 360,000; AID 743238;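 active = mean normalized replicate activation at least 10% and every replicate at or above 10%; inconclusive = only one of the two criteria met; inactive = mean below 10% and not all replicates reach 10%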;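 note: 0% = median of on-plate neutral control wells and 100% = ellipticine 6 µM median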
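assay system = SV40-immortalized XiGFP fibroblast cells, line 68-5-11 | buffer or medium = DMEM plus 5-aza-dC sensitizer | doses = single-point pinned compound dosing | times = 3-day compound exposure, then 15 min fixation at room temperature | benchmarks = positive control ellipticine, 6 µM final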
E-selectin induc: E-selectin induction on HUVECs; P16581; HUVEC E-selectin immunofluorescence imaging; normalized: neutral wells 0, TNF-alpha wells 100; activation, % at 7.58 µM; hit rate 0.37% among 260,000;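 active = mean E-selectin-positive cell signal at least 10% of the positive control, reached in at least 60% of replicates, without over 20% cell loss; inconclusive = no rule given, readout overlaps actives, possibly toxicity-flagged; inactive = the rest, including those meeting only one limit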;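 note: in these data hits start at about 27%; measured in HUVEC primary endothelial cells; signal is the percent of cells scored E-selectin positive by PE staining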
Target sequence (P16581 whole entry, looked up): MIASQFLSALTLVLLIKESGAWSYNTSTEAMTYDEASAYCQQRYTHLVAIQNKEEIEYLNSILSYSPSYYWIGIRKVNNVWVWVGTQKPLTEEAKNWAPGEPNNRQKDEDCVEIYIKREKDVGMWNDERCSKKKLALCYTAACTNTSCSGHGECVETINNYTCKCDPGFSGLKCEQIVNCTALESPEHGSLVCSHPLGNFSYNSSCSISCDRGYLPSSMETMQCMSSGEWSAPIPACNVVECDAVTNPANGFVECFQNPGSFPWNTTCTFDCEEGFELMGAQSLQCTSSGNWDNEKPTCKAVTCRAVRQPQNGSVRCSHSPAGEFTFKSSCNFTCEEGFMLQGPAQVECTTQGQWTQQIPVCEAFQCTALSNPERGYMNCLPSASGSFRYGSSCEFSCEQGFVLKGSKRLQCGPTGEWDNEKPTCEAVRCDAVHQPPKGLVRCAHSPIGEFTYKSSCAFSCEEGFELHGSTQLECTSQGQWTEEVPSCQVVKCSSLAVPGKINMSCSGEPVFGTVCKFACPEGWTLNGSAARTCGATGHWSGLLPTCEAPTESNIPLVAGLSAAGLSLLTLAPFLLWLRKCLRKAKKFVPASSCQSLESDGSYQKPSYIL
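Assay system: HUVEC, human umbilical vein endothelial cells / Amount: 3,000 HUVEC/well / Controls: TNF-alpha positive control, DMSO neutral control / Compound dosing: single concentration / Medium: EGM-2 over gelatin coat / Evaluation: percent E-selectin-positive cells / Signal: immunofluorescence imaging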
Numbers without * were called inactive; ? = inconclusive; · = no result given.

[1] CCNC(=O)[C@H]1[C@H](CO)[C@H]2Cn3c(ccc(-c4ccccc4F)c3=O)[C@H]2N1C
[2] C[C@H]1CCCCO[C@@H](CN(C)C(=O)c2ccncc2)[C@@H](C)CN([C@@H](C)CO)C(=O)c2cc(NS(C)(=O)=O)ccc2O1
[3] Cc1ccccc1-n1cc(CNCc2c(C(=O)N(C)C)nc3ccc(Cl)cn23)cn1
[4] O=C(N/N=C/c1sc(N2CCOCC2)nc1-c1ccccc1)c1ccccc1Cl
[5] CC1(C(=O)Nc2ccc(Cl)c(C(F)(F)F)c2)Cc2c(-c3ccc(C(N)=O)cc3)ccnc2O1 (stereo not drawn)
[6] O=C(NCc1cccnc1)C(=O)NC1CCCCC1
[7] Cc1c(C(=O)O)oc2c1C(O)CCC2 (stereo not drawn)
[8] COCCN(C(=S)Nc1ccc(OC)c(Cl)c1)C1CCN(C(C)=O)CC1
[9] CCOC(=O)c1sc(Nc2nc(C)cc(C)n2)nc1C
[10] O=C(C(=O)N1CCC(CNS(=O)(=O)c2ccc(F)cc2)CC1)c1cc2ccccc2o1
Compound	1	2	3	4	5	6	7	8	9	10
DENV2 CPE	-5	18	3	3	-1	-4	·	7	-1	0
CASP6 VEID inh	-3	-1	3	·	2	-1	0	2	-2	-4
RAD54 branch	-23	10	·	0	8	·	-4	-4	·	·
F508del corr	-1.3	-1.9	1.3	0.8	0.3	·	·	1.0	13*	-1.8
RAD52 inh	-7	5	-22	-18	-34	-14	-14	-4	-3	-24
INS-1E GSIS act	-1	8	11	9	1	10	0	·	13	·
XiGFP reactiv	0.2	-0.7	0.3	0.0	-0.1	0.0	·	0.0	0.0	0.9
E-selectin induc	0.1	0.1	-0.8	-1.1	0.1	2.0	·	·	1.3	0.1

9 entries from above, with two lines to a compound:
Values in the order: DENV2 CPE, CASP6 VEID inh, RAD54 branch, F508del corr, RAD52 inh, INS-1E GSIS act, XiGFP reactiv, E-selectin induc
[2] C[C@H]1CCCCO[C@@H](CN(C)C(=O)c2ccncc2)[C@@H](C)CN([C@@H](C)CO)C(=O)c2cc(NS(C)(=O)=O)ccc2O1
  18, -1, 10, -1.9, 5, 8, -0.7, 0.1
[3] Cc1ccccc1-n1cc(CNCc2c(C(=O)N(C)C)nc3ccc(Cl)cn23)cn1
  3, 3, ·, 1.3, -22, 11, 0.3, -0.8
[4] O=C(N/N=C/c1sc(N2CCOCC2)nc1-c1ccccc1)c1ccccc1Cl
  3, ·, 0, 0.8, -18, 9, 0.0, -1.1
[5] CC1(C(=O)Nc2ccc(Cl)c(C(F)(F)F)c2)Cc2c(-c3ccc(C(N)=O)cc3)ccnc2O1 (stereo not drawn)
  -1, 2, 8, 0.3, -34, 1, -0.1, 0.1
[6] O=C(NCc1cccnc1)C(=O)NC1CCCCC1
  -4, -1, ·, ·, -14, 10, 0.0, 2.0
[7] Cc1c(C(=O)O)oc2c1C(O)CCC2 (stereo not drawn)
  ·, 0, -4, ·, -14, 0, ·, ·
[8] COCCN(C(=S)Nc1ccc(OC)c(Cl)c1)C1CCN(C(C)=O)CC1
  7, 2, -4, 1.0, -4, ·, 0.0, ·
[9] CCOC(=O)c1sc(Nc2nc(C)cc(C)n2)nc1C
  -1, -2, ·, 13*, -3, 13, 0.0, 1.3
[10] O=C(C(=O)N1CCC(CNS(=O)(=O)c2ccc(F)cc2)CC1)c1cc2ccccc2o1
  0, -4, ·, -1.8, -24, ·, 0.9, 0.1

The list continues.
[11] N/C(=N\OC(=O)c1ccc(Cl)cc1)c1ccn[nH]1
[12] O=C(O)C1CCCCC1C(=O)Nc1ccc2c(c1)OCO2 (stereo not drawn)
[13] C[C@H](CO)N1C[C@H](C)[C@@H](CN(C)CC2CC2)Oc2ccc(NC(=O)C3CC3)cc2CC1=O
[14] CC(C)CN(C(=O)c1cccc(Cl)c1)c1c(N)n(Cc2ccccc2)c(=O)[nH]c1=O
[15] C[C@@H]1CN([C@@H](C)CO)C(=O)c2ccccc2-c2ccccc2CO[C@@H]1CN(C)C(=O)Nc1cccc(Cl)c1Cl
[16] COc1ccc(NC(=O)CCS(=O)(=O)c2ccccc2Cl)cc1S(=O)(=O)Nc1ccc(Cl)cc1
[17] C[C@H](O)C#Cc1ccc2c(c1)O[C@@H](CN(C)C(=O)CN(C)C)[C@@H](C)CN([C@@H](C)CO)S2(=O)=O
[18] CC(=O)c1ccc(N2CCN(CC(O)c3ccccc3)CC2)cc1 (stereo not drawn)
[19] O=C(Cn1c(=O)oc2cc(S(=O)(=O)N3CCCCCC3)ccc21)NC1CCCCCCC1
[20] COc1cccc(NC(=O)CN(C)C(=O)c2cc3c(s2)CCCCC3)c1
Compound	11	12	13	14	15	16	17	18	19	20
DENV2 CPE	5	5	-1	-6	-6	0	1	-1	?	-1
CASP6 VEID inh	-6	4	2	1	2	-3	0	-1	-1	2
RAD54 branch	-6	-8	-2	0	·	·	9	9	3	6
F508del corr	0.3	-2.7	-0.1	-1.1	1.6	5.6	1.3	-2.6	-1.1	1.2
RAD52 inh	-6	-6	-5	-12	20	-56	-10	-17	8	-12
INS-1E GSIS act	7	-2	16	16	3	-18	17	-5	·	-29
XiGFP reactiv	0.1	0.0	0.3	0.1	0.3	-0.2	-1.0	0.0	0.0	0.3
E-selectin induc	-0.8	·	0.0	0.1	0.1	·	0.3	·	-0.3	·

[21] CCCCCN(C(=O)CCC(=O)OCC(=O)c1ccc(F)c(F)c1)c1c(N)n(CCCC)c(=O)[nH]c1=O
[22] COc1ccc(CNCC(O)(c2ccccc2)c2ccc(F)cc2)cc1 (stereo not drawn)
[23] C[C@H]1CN([C@@H](C)CO)C(=O)c2cc(NS(=O)(=O)c3ccc(Cl)cc3)ccc2O[C@@H]1CN(C)C(=O)Nc1ccc2c(c1)OCO2
[24] CCOc1ccc(NC(=O)CN(C)C(=O)c2cc(S(=O)(=O)N(C)C)ccc2N2CCCC2)cc1OCC
[25] CO[C@H]1CN(C)C(=O)c2cc(NC(=O)C3CC3)ccc2OC[C@@H](C)N(C(=O)c2ccccc2F)C[C@H]1C
[26] Cc1nn(CC(=O)Nc2cccc(C(F)(F)F)c2)c(=O)c2cccn12
[27] O=C(N[C@H]1CC[C@@H](CCNC(=O)C2CCC2)O[C@@H]1CO)c1ccncc1
[28] CNC[C@H]1Oc2ccc(NC(=O)CCCN(C)C)cc2C(=O)N([C@@H](C)CO)C[C@H]1C
[29] C(=C\c1ccc(C2[C@H]3CNC[C@@H]2N3Cc2cncnc2)cc1)/c1ccccc1 (stereo partly drawn)
[30] Cc1ccc(-c2[nH]c(=S)[nH]c(=O)c2C#N)cc1
Compound	21	22	23	24	25	26	27	28	29	30
DENV2 CPE	-2	10	1	?	10	-6	-3	-7	-1	6
CASP6 VEID inh	3	-2	0	-3	7	-3	0	-1	·	-1
RAD54 branch	1	-9	-11	1	-3	-11	-6	-1	·	3
F508del corr	-0.1	2.7	-1.0	-5.5	0.4	-0.1	-0.4	3.3	2.2	6.4
RAD52 inh	-8	-13	2	-12	5	-16	-3	28	·	-17
INS-1E GSIS act	-12	-24	3	-5	4	-11	-1	14	0	-6
XiGFP reactiv	0.0	0.0	-0.1	-0.2	0.0	0.3	-0.9	-0.5	0.0	9.4
E-selectin induc	0.3	0.1	-0.1	1.3	-0.2	·	0.0	-0.2	0.3	·

[31] Cc1ccc(CNC(=S)N2CCOCC2)cc1
[32] O=C(N/N=C/c1ccc(Br)o1)c1cccnc1
[33] CC1CCC(NC(=O)Cn2c(=O)oc3ccccc32)CC1 (stereo not drawn)
[34] C/C(=N\NC(=O)CNc1cccc(Cl)c1C)C1CC1
[35] CS(=O)(=O)c1ccc2nc(NC(=O)c3ccc(N4CCCC4=O)cc3)sc2c1
[36] OCCC1CN(Cc2cccc3c2OCO3)CCN1Cc1ccccc1 (stereo not drawn)
[37] CN(C)CCCN(C(=O)c1cc(-c2cccs2)nc2ccccc12)c1nc2ccc(F)cc2s1
[38] Cc1ccc(-c2ccc(C)c(N)c2C)c(C)c1N
[39] CCCCCC(CC(=O)NO)C(=O)NC(C(=O)N1CCCC1CO)C(C)C (stereo not drawn)
[40] CCN=C1NN=C(c2cc(C)n(CCc3ccccc3)c2C)CS1
Compound	31	32	33	34	35	36	37	38	39	40
DENV2 CPE	-5	1	-8	-2	0	-4	-8	-4	13	-4
CASP6 VEID inh	-2	3	2	0	0	1	0	0	·	-5
RAD54 branch	5	·	-6	·	-3	3	-2	·	0	·
F508del corr	-1.6	·	-1.3	1.4	-2.2	-1.1	0.1	-0.9	3.2	3.9
RAD52 inh	-17	-1	-8	-10	-20	-6	-6	-13	-5	-20
INS-1E GSIS act	4	·	-5	-14	-3	1	98	0	·	10
XiGFP reactiv	0.2	0.4	0.0	0.4	0.2	0.0	0.1	0.1	0.2	0.4
E-selectin induc	·	0.8	·	·	0.1	·	-0.4	0.6	0.2	-1.7

[41] C[C@@H]1CN([C@@H](C)CO)C(=O)c2cccc(NC(=O)c3cnccn3)c2O[C@H]1CN(C)S(=O)(=O)c1cccs1
[42] COC(C[C@H](O)C[C@H](O)[C@H](C)OCc1ccccc1)OC
[43] CCN(CC)C(=O)c1ccc(-c2nnc(Nc3cccc(O)c3)c3ccccc23)cc1
[44] COCCN1C(=O)N[C@@H](c2cccc(C(F)(F)F)c2)[C@H](C(C)=O)[C@H]1C
[45] CC(C)NC(=O)N(C)C[C@H]1Oc2ccc(NC(=O)CCCCCC(=O)Nc3ccccc3N)cc2C(=O)N([C@@H](C)CO)C[C@H]1C
[46] O=c1cc(-c2ccc(O)cc2)oc2cc(O)cc(O)c12
[47] Cc1nnc(SCC(=O)Nc2nc(-c3ccc(F)cc3)cs2)[nH]c1=O
[48] Cc1ccc(C[n+]2cc(-c3ccc(Cl)cc3)n3c2CCC3)cc1
[49] CCc1ccc(C(=O)COC(=O)c2ccc(Cl)nc2)cc1
[50] CCOC(=O)C1(C)C=C(Nc2ccc(C)cc2)C(=O)N1c1ccc(C)cc1 (stereo not drawn)
[51] CC1CCCCN1S(=O)(=O)c1ccc2c(c1)CCN2C(=O)C1CCC1 (stereo not drawn)
Compound	41	42	43	44	45	46	47	48	49	50	51
DENV2 CPE	1	-9	11	·	2	-3	-4	8	3	11	·
CASP6 VEID inh	-1	·	8	·	-3	2	1	0	1	-2	0
RAD54 branch	7	3	10	1	·	1	·	-4	·	-2	-4
F508del corr	-0.7	5.1	-1.2	1.4	1.2	-0.9	-1.0	2.5	-2.4	0.8	·
RAD52 inh	3	-3	-7	·	1	-15	-30	-2	-19	-15	-7
INS-1E GSIS act	14	7	0	-4	-8	·	-27	-47	20	5	1
XiGFP reactiv	-1.0	0.0	-0.1	0.1	-0.1	0.0	0.1	0.0	-0.1	0.2	·
E-selectin induc	0.0	0.1	·	-0.1	-4.9	-1.4	·	-1.2	·	·	·
